VCAM1 TNFa inh: reduces TNF alpha induced VCAM1 expression in HUVEC | HUVEC TNFa-induced VCAM-1 immunofluorescence, high-content imaging | inhibition, % at 2 µM | 95,000 tested, 0.48% active;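 active = inhibition above the batch mean plus 3 SD, with images confirmed as a hit by eye, cut at about 37% in these data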;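 note: 0% = TNF-stimulated DMSO wells and 100% = unstimulated control wells; not every result past the cut was called active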
DAT uptake mod: modulates human dopamine transporter uptake under cocaine. Q01959. LLC-PK1 hDAT cells, [14C]-dopamine uptake with cocaine IC80; actives deviate in either direction. B-score at 10 µM. 110,000 tested, 1.3% active. AID 449768;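 active = Z score or B-score, a plate-position-corrected score, falls beyond the plate's 99.7% confidence bounds, in either direction; inactive = both scores lie inside the 99.7% bounds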;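 note: scored against the spread of the other compound wells on the same plate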
PLK1 inh: PLK1 (human) kinase inhibition; recombinant PLK1 kinase, TR-FRET peptide phosphorylation; inhibition, % at 10 µM; 97,000 tested, 0.53% active; AID 619;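 active = inhibition of 50% or more in the single-concentration screen; inactive = inhibition below 50%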;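 note: 0% = DMSO max control and 100% = H-89 dihydrochloride min control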
Target sequence (P53350 whole entry, looked up): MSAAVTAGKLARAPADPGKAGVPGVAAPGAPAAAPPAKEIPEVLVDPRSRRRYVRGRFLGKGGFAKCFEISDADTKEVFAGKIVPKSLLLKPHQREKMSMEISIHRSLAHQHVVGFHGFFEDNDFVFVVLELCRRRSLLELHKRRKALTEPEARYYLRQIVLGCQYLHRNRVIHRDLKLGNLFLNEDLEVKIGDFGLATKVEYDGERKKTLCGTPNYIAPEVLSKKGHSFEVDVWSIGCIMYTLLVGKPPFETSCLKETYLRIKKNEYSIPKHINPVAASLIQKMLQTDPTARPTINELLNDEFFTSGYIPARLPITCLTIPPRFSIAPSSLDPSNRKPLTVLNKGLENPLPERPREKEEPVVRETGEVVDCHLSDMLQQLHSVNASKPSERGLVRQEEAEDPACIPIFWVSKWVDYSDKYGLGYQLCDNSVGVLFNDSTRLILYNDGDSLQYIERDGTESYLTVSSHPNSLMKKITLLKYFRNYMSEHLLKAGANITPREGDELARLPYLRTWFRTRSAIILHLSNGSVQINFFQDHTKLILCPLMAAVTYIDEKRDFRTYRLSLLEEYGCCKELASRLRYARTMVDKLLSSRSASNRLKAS
sEH inh: blocks human soluble epoxide hydrolase activity; recombinant human sEH enzymatic activity assay; inhibition, % at 2 µM; 91,000 tested, 0.34% active; AID 707; in the data active = inhibition above about 80%; note: values of inactives mirror those of a sister screen read the other way; many of its hits are not listed in these tables
Ecoli WT expand: growth inhibitors of E. coli BW25113 wild type. OD600 absorbance. growth inhibition, % at 100 µM. 98,000 tested, 0.15% active. AID 710;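 active = growth inhibition above about 50% at one test dose, limit read from the data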;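 note: growth measured after 20 h incubation at 37 °C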
Plk1 PBD FP: inhibitors of human Plk1 polo box domain binding | 97,000 tested, 0.13% active | inhibition, %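 (tested at about 20 µM)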 | Plk1 PBD phosphopeptide binding, fluorescence polarization; in the data active = inhibition above about 34%, passing the limit was not always enough
F-actin modifier: modifiers of cytoskeleton assembly; 91,000 tested, 0.18% active; inhibition, % at 2 µM; HUVEC TNFa F-actin phalloidin imaging, high content;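 active = inhibition above the batch mean plus 3 SD and confirmed as a hit by visual image inspection, cut at about 30% in these data, passing the limit was not always enough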; note: strong numbers were not always called active
TNFa cytotox: toxic to HUVEC cells under TNF alpha stimulation. HUVEC TNFalpha-stimulated, Hoechst cell count, imaging. cell count reduction, % at 2 µM. 93,000 tested, 0.17% active. AID 848;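 active = cell count reduction exceeding the screen mean by over 5 SD, scaled to untreated wells per plate, cut at about 78% in these data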;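 note: cells counted after 24 h of TNF alpha exposure following the 1 h pretreatment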
IL1B cytotox: toxic to HUVEC cells under IL-1B stimulation; HUVEC cell count loss, Hoechst imaging, IL-1B stimulated; cell count reduction, % at 2 µM; 94,000 tested, 0.41% active;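 active = cell count reduction more than 3 SD above the screen-wide mean, cut at about 70% in these data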;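 note: normalized per plate to untreated control cells as the no-loss baseline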
An asterisk follows results filed as active.

How did N#CC1=C(N)Oc2n[nH]c(-c3cccs3)c2C1C1C=CCCC1 (stereo unspecified) do in these assays?
VCAM1 TNFa inh: 16; DAT uptake mod: 0.11; PLK1 inh: -10; sEH inh: 9; Ecoli WT expand: -6; Plk1 PBD FP: 14; F-actin modifier: -2; TNFa cytotox: -2; IL1B cytotox: -13

How did Cn1c(N)c(C(=O)CSc2ccc3c(c2)OCCO3)c(=O)n(C)c1=O do in these assays?
VCAM1 TNFa inh: -22; DAT uptake mod: -0.038; PLK1 inh: -11; sEH inh: -4; Ecoli WT expand: -2; Plk1 PBD FP: -5; F-actin modifier: 3; TNFa cytotox: -24; IL1B cytotox: -49

How did Cc1cc(NC(=O)c2cnn3c(C(F)F)cc(C4CC4)nc23)no1 do in these assays?
VCAM1 TNFa inh: 4; DAT uptake mod: 0.22; PLK1 inh: -11; sEH inh: -10; Ecoli WT expand: -7; Plk1 PBD FP: -17; F-actin modifier: 4; TNFa cytotox: 0; IL1B cytotox: -13

What do the screens show for `COC(=O)CN(C(=S)Nc1ccc(Cl)cc1)C1CC(=O)N(c2ccc(OC)cc2)C1=O` (stereo unspecified)?
VCAM1 TNFa inh: -30; DAT uptake mod: 0.21; PLK1 inh: -8; sEH inh: 12; Ecoli WT expand: 8; Plk1 PBD FP: 10; F-actin modifier: 12; TNFa cytotox: -62; IL1B cytotox: 10

How did O=C(NCc1ccco1)C(C(=O)c1ccccc1)n1ccccc1=O (stereo unspecified) do in these assays?
VCAM1 TNFa inh: -47; DAT uptake mod: 0.97; PLK1 inh: -6; Ecoli WT expand: 7; Plk1 PBD FP: 2; F-actin modifier: -34; TNFa cytotox: 22; IL1B cytotox: 5

What do the screens show for `Cc1ccccc1N1C(=O)c2ccccc2C1Nc1cccnc1` (stereo unspecified)?
VCAM1 TNFa inh: -3; DAT uptake mod: -0.14; PLK1 inh: -12; sEH inh: -3; Ecoli WT expand: 3; Plk1 PBD FP: 13; F-actin modifier: -5; TNFa cytotox: -19; IL1B cytotox: 1

What do the screens show for `Cc1nn(Cc2cccc(F)c2)c(C)c1NC(=O)c1c([N+](=O)[O-])c(C)nn1C`?
VCAM1 TNFa inh: -9; DAT uptake mod: 0.93; PLK1 inh: -4; sEH inh: 23; Ecoli WT expand: -1; Plk1 PBD FP: 31; F-actin modifier: -4; TNFa cytotox: -14; IL1B cytotox: -6

What do the screens show for `Fc1ccc(C(c2nnnn2Cc2cccs2)N2CCN(C3CCCC3)CC2)cc1` (stereo unspecified)?
VCAM1 TNFa inh: -8; DAT uptake mod: -0.22; PLK1 inh: -3; sEH inh: -9; Ecoli WT expand: -3; Plk1 PBD FP: 17; F-actin modifier: -16; TNFa cytotox: 6; IL1B cytotox: -20

How did Cc1ccc(-n2nc3ccc(NC(=O)c4ccc5c(c4)OCO5)cc3n2)cc1 do in these assays?
VCAM1 TNFa inh: 22; DAT uptake mod: -0.032; PLK1 inh: -4; sEH inh: 10; Ecoli WT expand: -15; Plk1 PBD FP: 0; F-actin modifier: -16; TNFa cytotox: -1; IL1B cytotox: -10

What do the screens show for `COc1ccc2cc(CN(Cc3cccnc3)S(=O)(=O)c3ccccc3)c(=O)[nH]c2c1`?
VCAM1 TNFa inh: 9; DAT uptake mod: 0.85; PLK1 inh: -13; sEH inh: -11; Ecoli WT expand: 4; Plk1 PBD FP: 10; F-actin modifier: 49; TNFa cytotox: -14; IL1B cytotox: 18

Results for CN(C)c1c([N+](=O)[O-])cc2[nH]c(=O)[nH]c2c1[N+](=O)[O-] ?
VCAM1 TNFa inh: 2; DAT uptake mod: -0.2; PLK1 inh: -3; sEH inh: -2; Ecoli WT expand: -3; Plk1 PBD FP: -36; TNFa cytotox: -21; IL1B cytotox: -9

Results for CCOc1ncccc1C(=O)N1CCN(Cc2ccc3c(c2)OCO3)CC1 ?
VCAM1 TNFa inh: -12; DAT uptake mod: -0.0039; PLK1 inh: -4; sEH inh: -6; Ecoli WT expand: 4; Plk1 PBD FP: -25; F-actin modifier: 11; TNFa cytotox: -7; IL1B cytotox: 4

Results for COc1ccccc1NC(=S)NNC(=O)c1cc(C)nn1C ?
VCAM1 TNFa inh: 14; DAT uptake mod: 0.71; PLK1 inh: -11; sEH inh: -4; Ecoli WT expand: -8; Plk1 PBD FP: -12; F-actin modifier: 0; TNFa cytotox: -13; IL1B cytotox: 6

What do the screens show for `CC(=O)Nc1ccc(-c2nn[nH]n2)cc1Cl`?
VCAM1 TNFa inh: -2; DAT uptake mod: 0.062; PLK1 inh: -14; sEH inh: -4; Ecoli WT expand: -11; Plk1 PBD FP: 11; F-actin modifier: -1; TNFa cytotox: 1; IL1B cytotox: -14

What do the screens show for `O=C(Nc1ccc(F)c(Cl)c1)C1CCN(S(=O)(=O)c2cccnc2)CC1`?
VCAM1 TNFa inh: -1; DAT uptake mod: -0.49; PLK1 inh: -8; sEH inh: 6; Ecoli WT expand: 8; Plk1 PBD FP: 40; F-actin modifier: -2; TNFa cytotox: 54; IL1B cytotox: 15

Results for CCn1c(SCC(=O)Nc2cc(NC(C)=O)ccc2OC)nnc1-c1ccccn1 ?
VCAM1 TNFa inh: -1; DAT uptake mod: 0.73; PLK1 inh: -11; sEH inh: -5; Ecoli WT expand: -7; Plk1 PBD FP: -3; F-actin modifier: 2; TNFa cytotox: -22; IL1B cytotox: 25

Results for COc1ccc(CCNC(=O)c2ccc(CN3CCOCC3)cc2)cc1 ?
VCAM1 TNFa inh: 3; DAT uptake mod: 0.036; PLK1 inh: 0; sEH inh: -6; Ecoli WT expand: 10; Plk1 PBD FP: -24; F-actin modifier: 1; TNFa cytotox: 14; IL1B cytotox: -41

Results for CCN(CCNC(=O)C1CCN(Cc2nc(-c3cccc(Cl)c3)oc2C)CC1)c1ccccc1 ?
VCAM1 TNFa inh: 9; DAT uptake mod: 0.47; PLK1 inh: -9; sEH inh: 90*; Ecoli WT expand: 9; Plk1 PBD FP: 23; F-actin modifier: 32; TNFa cytotox: -8; IL1B cytotox: -3

What do the screens show for `O=S(=O)(c1ccccc1)n1ccc2ccccc21`?
VCAM1 TNFa inh: 9; DAT uptake mod: 1.3; PLK1 inh: 1; sEH inh: -2; Ecoli WT expand: 3; Plk1 PBD FP: 12; F-actin modifier: 8; TNFa cytotox: -27; IL1B cytotox: -22

How did O=C(Nc1ccn(Cc2ccc(F)cc2)n1)c1ccncc1 do in these assays?
VCAM1 TNFa inh: -5; DAT uptake mod: 0.11; PLK1 inh: -1; sEH inh: 10; Ecoli WT expand: -6; Plk1 PBD FP: 12; F-actin modifier: 11; TNFa cytotox: -4; IL1B cytotox: 18

How did CC(C)(C)c1ccc(C(=O)NNC(=O)c2cccc(Br)c2)cc1 do in these assays?
VCAM1 TNFa inh: -13; DAT uptake mod: 0.035; PLK1 inh: -7; sEH inh: 7; Ecoli WT expand: 1; Plk1 PBD FP: -5; F-actin modifier: 18; TNFa cytotox: -26; IL1B cytotox: 4

How did CCN(CC)c1ccc(NC(=O)CCCCCN2C(=O)c3ccccc3C2=O)cc1 do in these assays?
VCAM1 TNFa inh: 15; DAT uptake mod: -0.86; PLK1 inh: -9; sEH inh: 69; Ecoli WT expand: -2; Plk1 PBD FP: -9; F-actin modifier: -56; TNFa cytotox: -21; IL1B cytotox: -35

Results for COCC(=O)Nc1c(C(=O)Nc2cccc(OC)c2)oc2ccccc12 ?
VCAM1 TNFa inh: -22; DAT uptake mod: -0.28; PLK1 inh: -4; sEH inh: -1; Ecoli WT expand: -7; Plk1 PBD FP: -14; F-actin modifier: 20; TNFa cytotox: -39; IL1B cytotox: -104

Results for CCOC(=O)c1c(C)[nH]c(C(=O)COC(=O)c2cnc(C)cn2)c1C ?
VCAM1 TNFa inh: -13; DAT uptake mod: -0.31; PLK1 inh: 4; Ecoli WT expand: -1; Plk1 PBD FP: -18; F-actin modifier: 3; TNFa cytotox: -6; IL1B cytotox: -28

What do the screens show for `Cn1c(=O)c2c(nc(-n3ccnc3)n2C)n(C)c1=O`?
VCAM1 TNFa inh: -3; DAT uptake mod: 0.047; PLK1 inh: -13; sEH inh: -18; Ecoli WT expand: 2; Plk1 PBD FP: 29; F-actin modifier: -8; TNFa cytotox: -9; IL1B cytotox: -24

What do the screens show for `Cc1cc(-c2ccco2)n(CC(=O)NCCN(C)C)n1`?
VCAM1 TNFa inh: 9; DAT uptake mod: -0.28; PLK1 inh: -14; Ecoli WT expand: 4; Plk1 PBD FP: -14; F-actin modifier: 1; TNFa cytotox: -12; IL1B cytotox: 5

What do the screens show for `Brc1ccc(-n2cccc2/C=N/n2cnnc2)cc1`?
VCAM1 TNFa inh: 0; DAT uptake mod: -0.22; PLK1 inh: 2; sEH inh: 5; Ecoli WT expand: 6; Plk1 PBD FP: 8; F-actin modifier: 12; TNFa cytotox: -10; IL1B cytotox: 2

Results for Cc1ccc(S(=O)(=O)N(CC(=O)NCCSC2CCCCC2)c2ccccc2F)cc1 ?
VCAM1 TNFa inh: -9; DAT uptake mod: -1; PLK1 inh: -8; sEH inh: -6; Ecoli WT expand: -6; Plk1 PBD FP: 3; F-actin modifier: 2; TNFa cytotox: -50; IL1B cytotox: -10

Results for Cc1ccccc1-n1c(=O)c(C#N)cc2c(=O)n3ccccc3nc21 ?
VCAM1 TNFa inh: -8; DAT uptake mod: -0.31; PLK1 inh: -13; sEH inh: 2; Ecoli WT expand: 1; Plk1 PBD FP: 16; F-actin modifier: 5; TNFa cytotox: -19; IL1B cytotox: 7

What do the screens show for `CCOC(=O)C1=C(c2ccccc2)NC(=O)NC1c1ccc(OCC#N)c(OC)c1` (stereo unspecified)?
VCAM1 TNFa inh: 10; DAT uptake mod: 1.3; PLK1 inh: -17; sEH inh: 6; Ecoli WT expand: 2; Plk1 PBD FP: 3; F-actin modifier: 1; TNFa cytotox: -20; IL1B cytotox: -17

Next part, starting with the last three of the part before.
Results for Cc1ccc(S(=O)(=O)N(CC(=O)NCCSC2CCCCC2)c2ccccc2F)cc1 ?
VCAM1 TNFa inh: -9; DAT uptake mod: -1; PLK1 inh: -8; sEH inh: -6; Ecoli WT expand: -6; Plk1 PBD FP: 3; F-actin modifier: 2; TNFa cytotox: -50; IL1B cytotox: -10

Results for Cc1ccccc1-n1c(=O)c(C#N)cc2c(=O)n3ccccc3nc21 ?
VCAM1 TNFa inh: -8; DAT uptake mod: -0.31; PLK1 inh: -13; sEH inh: 2; Ecoli WT expand: 1; Plk1 PBD FP: 16; F-actin modifier: 5; TNFa cytotox: -19; IL1B cytotox: 7

What do the screens show for `CCOC(=O)C1=C(c2ccccc2)NC(=O)NC1c1ccc(OCC#N)c(OC)c1` (stereo unspecified)?
VCAM1 TNFa inh: 10; DAT uptake mod: 1.3; PLK1 inh: -17; sEH inh: 6; Ecoli WT expand: 2; Plk1 PBD FP: 3; F-actin modifier: 1; TNFa cytotox: -20; IL1B cytotox: -17

What do the screens show for `Cc1cc(C)nc(SCc2nnc(SCC(=O)Nc3nccs3)n2Cc2ccco2)n1`?
VCAM1 TNFa inh: -6; DAT uptake mod: 2.2; PLK1 inh: 30; sEH inh: -7; Ecoli WT expand: 0; Plk1 PBD FP: 13; F-actin modifier: 19; TNFa cytotox: -12; IL1B cytotox: 3

Results for Cc1cc(C)nc(SCc2nnc(SCC(=O)OC3CCCCC3)o2)n1 ?
VCAM1 TNFa inh: 0; DAT uptake mod: 0.34; PLK1 inh: -22; sEH inh: 4; Ecoli WT expand: 7; Plk1 PBD FP: 8; F-actin modifier: 39; TNFa cytotox: -23; IL1B cytotox: 14

How did COc1ccc(NC(=O)N(Cc2cccnc2)Cc2ccccc2Cl)c(OC)c1 do in these assays?
VCAM1 TNFa inh: 15; DAT uptake mod: 0.11; PLK1 inh: -4; sEH inh: 0; Plk1 PBD FP: 7; F-actin modifier: 2; TNFa cytotox: -35; IL1B cytotox: 1

Results for CCCNS(=O)(=O)c1ccc(CCC(=O)NCc2ccc3c(c2)OCO3)cc1 ?
VCAM1 TNFa inh: -20; DAT uptake mod: -0.61; PLK1 inh: 29; sEH inh: 24; Ecoli WT expand: 4; Plk1 PBD FP: 0; F-actin modifier: -12; TNFa cytotox: 4; IL1B cytotox: -5

This is a random part of the collection. About 3.4% of those tested had a hit in this group.
